# Screening data deposited in PubChem BioAssay by The Scripps Research Institute Molecular Screening Center.
# SRC1 TRFRET art: flags TR-FRET format artefacts in PPARgamma SRC-1 recruitment agonist screen; TR-FRET detection artefact counter-screen, emission ratio; stronger effect = higher value; TR-FRET ratio at 8 µM; 99,000 compounds, 0.34% hits; in the data active means TR-FRET ratio above about 2300; further: inactives centre near 1800; reference of the scale not given here
# SRC3 TRFRET art: flags TR-FRET format artefacts in PPARgamma SRC-3 recruitment agonist screen | TR-FRET artefact counter-screen, PPARgamma/SRC-3 format; stronger effect = higher value | TR-FRET ratio at 8 µM | 99,000 compounds, 0.39% hits; in the data active means TR-FRET ratio above about 2000; further: inactives centre near 1600; reference of the scale not given here
# Numbers without * were called inactive; & = joins results of further samples. These rows are one share of the data (hit frequency here may not be typical).
# Results follow in this order: SRC3 TRFRET art | SRC1 TRFRET art
- COc1ccc(CCNc2cc(C)nc3c(-c4ccc(Cl)cc4)cnn23)cc1OC
→ 1793 | 1791
- CCOC(=O)C1CCCN(C(=O)c2ccc(Cl)cc2)C1 (stereo not drawn)
→ 1480 | 1749
- Cc1ccc2nsnc2c1NC(=O)c1sc2ccccc2c1Cl
→ 1340 | 1769
- O=C(CCCN1C(=O)/C(=C\c2cccc(Br)c2)SC1=S)Nc1cccnc1
→ 1602 | 1910
- Cc1cc(C)cc(N2CC(O)=C(c3nc4ccccc4c(=O)[nH]3)C2=N)c1
→ 1575 | 1779
- NS(=O)(=O)c1ccc(CCNC(=O)COC(=O)CCSc2ccc(Cl)cc2)cc1
→ 1585 | 1977
- Fc1ccccc1OCC1CCCN(Cc2nc(CC3CC3)no2)C1 (stereo not drawn)
→ 1581 | 1425
- Cc1c(N)cccc1-n1cnnn1
→ 1448 | 1754
- Cc1c(C(=O)NC(=S)Nc2ccc(N3CCOCC3)cc2)cccc1[N+](=O)[O-]
→ 1440 | 1967
- COc1ccc(CC(=O)OCC(=O)NCc2ccc(Cl)cc2)cc1
→ 1717 | 1786
- O=C(c1cc2cc([N+](=O)[O-])ccc2oc1=O)N1CCN(C2CCCCC2)CC1
→ 1651 | 1712
- NNC(=O)c1cc2cc3ccccc3nc2s1
→ 1874 | 2294
- CCOC(=O)c1c(C)[nH]c(C)c1C(=O)CSc1nc2ccccc2c(=O)n1-c1ccc(F)cc1
→ 1496 | 1707
- CCCCn1nc(C(=O)OCC(=O)Nc2sccc2C(N)=O)c2ccccc2c1=O
→ 1372 | 1835
- CCN(CC)S(=O)(=O)c1ccc2[nH]c(=O)cc(C(=O)Nc3ccc(C)c(S(=O)(=O)N(CC)CC)c3)c2c1
→ 1427 | 1669
- Cc1cccc(NC(=O)c2ccccc2OCC(=O)c2ccc(F)cc2)c1
→ 1445 | 1850
- C=CCNC(=S)N1CCN(c2ccc([N+](=O)[O-])cc2)CC1
→ 1788 | 1806
- Nc1ccc(C(=O)O)c(O)c1
→ 1244&1665&1858 | 1684&1969&2035
- COc1ccc([N+](=O)[O-])cc1N/C(=N/S(=O)(=O)c1ccccc1)c1ccccc1
→ 1666 | 1845
- CCOc1ccc(N2C(=O)C3ON(c4ccccc4)C(c4cccs4)C3C2=O)cc1 (stereo not drawn)
→ 1650 | 1766
- COc1cccc(/C=N/Nc2nc3ccccc3n3cnnc23)c1O
→ 1516 | 1664
- Clc1ccccc1OCc1nnc(-c2ccccc2)o1
→ 1677 | 1810
- COc1ccccc1Cn1c(/C=C/c2ccccc2)nc2ccccc21
→ 1552 | 1715
- COc1cccc(/C=C2\SC(=O)N(CCC(=O)NNC(=O)c3cccc(Cl)c3)C2=O)c1
→ 1517 | 1735
- COC(=O)c1cn(NC(=O)c2ccc([N+](=O)[O-])cc2Cl)c(=O)c2ccccc12
→ 1544 | 1697
- CC(C)OC(=O)c1ccc(NC(=O)c2ccccc2)cc1
→ 1746 | 1687
- CCOC(=O)c1cnc(NCc2ccccc2)nc1C
→ 1639 | 2123
- Cc1noc2ncnc(Oc3ccc(Cl)cc3Cl)c12
→ 1603 | 1723
- CCOC(=O)c1cnn(Cc2cccc(Cl)c2)c1C
→ 1731 | 1539
- Cc1cc2nnc(SCC(=O)Nc3cc(S(=O)(=O)N4CCOCC4)ccc3Cl)n2c2ccccc12
→ 2297* | 1864
- Cc1cc(C)c(C)c(S(=O)(=O)NNC(=O)c2cccc(S(=O)(=O)N3CCOCC3)c2)c1C
→ 1515 | 1623
- COCCn1c(SC2CCOC2=O)nc2ccccc2c1=O (stereo not drawn)
→ 1679 | 1836
- CCOC(=O)N1CCC(N2Cc3cccc(C(=O)N4CCN(c5cccc(C)c5C)CC4)c3C2=O)CC1
→ 1318 | 1748
- CCOC(=O)N/N=C/c1ccc(OC)c(O)c1
→ 1512 | 1727
- Cc1ccc(C2N=C(N)Nc3nc4ccccc4n32)cc1 (stereo not drawn)
→ 1757 | 1680
- CCOc1ccccc1CNCc1ccc(F)cc1
→ 1541 | 1876
- COc1ccc(C(=O)NC2CCCCCC2)cc1S(=O)(=O)N1CCCC1
→ 1583 | 1759
- O=C(O)/C=C/C(=O)NC1CCC(CC2CCC(NC(=O)/C=C/C(=O)O)CC2)CC1 (stereo not drawn)
→ 1459 | 1870
- COc1ccc(/C(C)=N/Nc2ncc(Cl)cc2Cl)c(O)c1
→ 1783 | 1795
- O=C(CC1C(=O)NCCN1Cc1cccc(Oc2ccccc2)c1)NCc1cccnc1 (stereo not drawn)
→ 1508 | 1898
- Cc1ccccc1N1C(=O)C2C3CC(=O)C(c4ccccc43)C2C1=O (stereo not drawn)
→ 1654 | 1792
- CC(=O)c1ccc(NC(=S)Nc2ccc(N3CCOCC3)cc2)cc1
→ 1740 | 1830
- C/C(CC(=O)Nc1ccc(Cl)c(C(F)(F)F)c1)=N\NC(=O)c1cccc(O)c1
→ 1531 | 1952
- Cn1c(SCc2ccccc2F)nnc1-c1ccccn1
→ 1621 | 1859
- CSCCC(NC(=O)c1ccccc1)C(=O)O (stereo not drawn)
→ 1552 | 1569
- CC(C)c1ccc(NC(=O)COC(=O)[C@H](CCC(N)=O)NC(=O)c2ccc(F)cc2)cc1
→ 1485 | 1714
- C/C(=N\N1C(=O)c2ccccc2NC1c1ccco1)c1ccccc1O (stereo not drawn)
→ 1591 | 1960
- COCCNCC(=O)Nc1ccccc1Sc1ccccc1
→ 1553 | 1881
- CC(=O)C1C(=O)c2c(cccc2[N+](=O)[O-])C1=Nc1ccc(S(N)(=O)=O)cc1 (stereo not drawn)
→ 1469 | 1734
- CCN(CC)c1ccc(NC(=O)C2=CCN(S(=O)(=O)c3ccc(F)cc3)CC2)c(C)c1
→ 1633 | 1737

# More records follow.
# Results follow in this order: SRC3 TRFRET art | SRC1 TRFRET art
- O=Cc1cn(-c2ccccc2)nc1-c1ccncc1
→ 1702 | 1937
- O=C(CCNS(=O)(=O)c1cccs1)NC1CCN(Cc2ccccc2)CC1
→ 1733 | 1806
- CN1CCN(CC#CCC2(O)c3ccccc3-c3ccccc32)CC1
→ 1665 | 1607
- Cc1ccc(Cl)cc1N1CCN(C(=O)C2CCN(S(=O)(=O)c3cnc[nH]3)CC2)CC1
→ 1846 | 1681
- CC1=CC(=C(C#N)C#N)C=C(C)N1CCN1CCN(C(=O)Nc2cccc(Cl)c2)CC1
→ 1674 | 2065
- CCc1ccc(NC(=O)C(=O)NCCN2CCN(S(C)(=O)=O)CC2)cc1
→ 1481 | 1732
- CCn1c(SCC(=O)N/N=C/c2cccs2)nc2ccccc21
→ 1652 | 1877
- Cc1ccc(C(=O)CCC(=O)N2CCC(C(N)=O)CC2)cc1
→ 1641 | 1794
- Cc1ccccc1OCc1nnc(SCC(=O)Nc2c(C)n(C)n(-c3ccccc3)c2=O)n1-c1ccccc1
→ 1574 | 1841
- COc1ccc([N+](=O)[O-])cc1NC(=O)CSc1nc(C)cc(C)n1
→ 1479 | 1365
- O=C(NCc1ccc(Cl)cc1)C(=O)NCC1OCCN1C(=O)c1ccc(Cl)cc1 (stereo not drawn)
→ 1492 | 1719
- CCN(CC(=O)Nc1ccc(OC(F)F)cc1)C1CCCCC1
→ 1480 | 1854
- Cc1ccc2nc(-c3ccccc3)c(CN3CCN(c4ccccc4F)CC3)n2c1
→ 1403 | 1699
- O=C(Nc1cccnc1)c1cc2cc(Br)ccc2oc1=O
→ 1510 | 1792
- COC(=O)[C@H]1C[C@@H]1[C@H](NC(=O)OCc1ccccc1)c1ccccc1
→ 1443 | 1748
- CCN(CC)c1ccc(/C=N/N2CCN(Cc3ccc(C)cc3C)CC2)c(O)c1
→ 1363 | 1625
- Cc1cccc(NC(=O)CSc2ccc(-c3ccco3)nn2)c1
→ 1793 | 1624
- CC(=O)c1ccc(OCC(=O)NCc2ccc(F)cc2)cc1
→ 1492 | 1818
- CCN(CC)c1ncnc2sc(C(=O)N3CCN(c4ccccc4)CC3)c(C)c12
→ 1359 | 1774
- CCn1c(SCC(=O)NCC2CCCO2)nnc1-c1ccc(Cl)cc1 (stereo not drawn)
→ 1694 | 1796
- CC(Cc1ccccc1)C(=O)NCCO (stereo not drawn)
→ 1553 | 1833
- C/C(=N\NC(=O)CCc1ccc(S(=O)(=O)N2CCOCC2)cc1)c1ccccc1Cl
→ 1630 | 1851
- CC(=O)c1ccc(N2CCN(C(=O)/C=C/c3ccc4ccccc4n3)CC2)cc1
→ 1452 | 1932
- NC(=S)Nc1cccc2[nH]ccc12
→ 1330 | 1645
- O=C(CC1(O)C(=O)Nc2ccccc21)c1ccc(-n2cnnn2)cc1 (stereo not drawn)
→ 1417 | 1511
- C[C@]12CCC(=O)C=C1CC[C@@H]1[C@@H]2[C@@H](O)C[C@@]2(C)[C@H]1CC[C@]2(O)C(=O)CO
→ 1652 | 1631
- CCOCCCNC(=O)c1ccc2c(c1)N=C(CC)c1cc(Br)ccc1S2
→ 1614 | 1838
- CCNC(=S)N/N=C(\C)c1cccc([N+](=O)[O-])c1
→ 1637 | 1787
- COc1ccc(/C=N/NC(=O)C(=O)N2CCCC2)cc1OC
→ 1694 | 1748
- CC(=O)c1c(C)[nH]c(C(=O)OCC(=O)Nc2cccc(S(=O)(=O)N3CCCC3)c2)c1C
→ 1539 | 1694
- CCOC(=O)c1c(NC(=O)CSc2nnnn2C)sc(CC)c1C
→ 1506 | 1798
- Cc1oc(-c2cc(Cl)cc(Cl)c2)cc1C(=O)NCCc1ccccc1
→ 1497 | 1699
- Cc1ccc(C(=O)N(CN2CCCC2=O)c2ccccc2)cc1
→ 1387 | 1512
- CCC(C)n1c(=N)c(C#N)cc2c(=O)n3cc(C)ccc3nc21 (stereo not drawn)
→ 1707 | 1694
- CC1CN(c2ncc(/C=N/NC(=O)c3ccccc3O)s2)CC(C)O1 (stereo not drawn)
→ 1404 | 1696
- C#CCOCCOCCOCCNc1nc(N2CCN(C(=O)[C@H]([C@@H](C)CC)n3cc(CCCCN)nn3)CC2)nc(N2CCN(C(=O)[C@H](C)n3cc(CCC(=O)O)nn3)CC2)n1
→ 1570 | 1950
- COC(=O)C1C(=O)c2c([nH]c(C(=O)OC3CCCC3C)c2C)CC1C (stereo not drawn)
→ 1676 | 1821
- Cc1nn(-c2ccccc2)c2sc(C(=O)c3c(N)n(C)c(=O)n(C)c3=O)cc12
→ 1811 | 1779
- CCn1c2ccccc2c2cc(NC(=O)CNCC3CCCO3)ccc21 (stereo not drawn)
→ 1683 | 1639
- O=C1c2ccccc2C(=O)N1CCCCN(C(=O)c1cc2ccccc2oc1=O)c1ccc(F)cc1F
→ 1786 | 1974
- Cc1cc(=O)[nH]c(SCC(=O)Nc2ncc(S(=O)(=O)c3ccc([N+](=O)[O-])cc3)s2)n1
→ 1742 | 1665
- Cc1ccc(C(=O)NC2CCN(S(=O)(=O)c3ccc(C)cc3)CC2)cc1
→ 1558 | 2031
- CN1CCN(C(=O)/C=C/c2ccc([N+](=O)[O-])cc2)CC1
→ 1428 | 1806
- CCc1nc2ccccc2c(NC(=O)CN2CC(C)CC(C)C2)c1C (stereo not drawn)
→ 1504 | 1829
- COC(=O)c1ccc(CSc2n[nH]c(C)n2)o1
→ 1677 | 1984
- C/C(=N\N=C(N)N)c1ccc(Cl)c(Cl)c1
→ 1608 | 1850
- CCO[C@@H]1OC(C(=O)N2CCN(Cc3ccccc3)CC2)=C[C@H](C)[C@H]1CCCO
→ 1549 | 1585
- CSc1nc2c(cc1C#N)C(=O)CC(C)(C)C2
→ 1768 | 1655
- CCOC(=O)C1CCN(C(=O)c2ccccc2NS(=O)(=O)c2ccc(F)cc2)CC1
→ 1430 | 1627
- N#CC(C#N)=C1C=CC=CN1/C(=C\c1ccco1)C(=O)c1ccc(Br)cc1
→ 1532 | 1921

# Going on with the list.
# Results follow in this order: SRC3 TRFRET art | SRC1 TRFRET art
- COc1cc(-c2nc3ccc4ccccc4c3c3c2CCC3)cc(OC)c1O
→ 1719 | 1728
- O=C(CC1S/C(=N/N=C/c2cccs2)NC1=O)Nc1ccc(Cl)c(Cl)c1 (stereo not drawn)
→ 1744 | 2062
- COc1ccc(N2CC(O)=C(c3nc(-c4ccc(F)cc4)cs3)C2=N)cc1Cl
→ 1625 | 1910
- Cc1[nH]c2ccccc2c1C(=O)C(=O)N1CC=C(c2ccccc2)CC1
→ 1516 | 1742
- COC(=O)c1sc(NC(=O)C2c3ccccc3Oc3ccccc32)c(C(=O)OC)c1C
→ 1594 | 1491
- Cc1ccc(SCCNC(=O)/C=C/c2ccc(Cl)cc2)cc1
→ 1435 | 1690
- CCn1c(CNC(=O)c2ccccc2F)nnc1SCC(=O)NC1CCCCC1
→ 1568 | 1688
- O=S(=O)(/C=C/c1ccccc1)NC1CCCCCC1
→ 1665 | 1913
- CC(C)c1ccc(NC(=O)C[n+]2ccn(C3=C([O-])c4ccccc4C3=O)c2)cc1
→ 1575 | 1774
- O=C(N1CCCCC1)N1CCN(S(=O)(=O)c2ccc(Cl)cc2)CC1
→ 1590 | 1842
- CCN(CC)S(=O)(=O)c1c(OC)cc(C)c(Cl)c1C
→ 1371 | 1669
- Cc1ccc(S(=O)(=O)CCC(=O)Nc2cccc([N+](=O)[O-])c2)cc1
→ 1465 | 1654
- Cc1ccc(C)c(N2CCN(C(=O)c3csc4ccccc34)CC2)c1
→ 1710 | 1591
- C/C(CC(=O)Nc1cccc2c1CCCC2)=N\NC(=O)c1cccc2ccccc12
→ 1613 | 1592
- O=C(Cn1cnc2c(cnn2-c2ccccc2)c1=O)Nc1cc(S(=O)(=O)N2CCOCC2)ccc1Cl
→ 1562 | 1917
- COc1cccc(-n2cc(CNCc3c(C(=O)N(C)C)nc4ccc(Cl)cn34)cn2)c1
→ 1633 | 1645
- CCOc1ccc(NC(=S)NNc2ccnc3cc(Cl)ccc23)cc1
→ 1539 | 1932
